Assay outcomes from PubChem.
CTSL1 counter: blocks F. hepatica cathepsin L1 in PFM18AAP counter-screen. hit rate 0.49% among 300,000. recombinant F. hepatica cathepsin L1, Z-Leu-Arg-MCA fluorescence. inhibition, % at 5.96 µM;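 active = inhibition above the mean of all tested compounds plus 3 SD, set per screening campaign, cut at about 17% in these data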;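 note: 0% = plate median of test compound wells and 100% = 1 µM Z-Phe-Ala-diazomethylketone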
Efflux pump mplx: blocks antifungal efflux pumps in multiplex yeast assay; S. cerevisiae Candida pump triplex, Nile Red efflux; inhibition, % at 10 µM; hit rate 0.44% among 330,000; AID 485275;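 active = plate passing quality check with inhibition over a set limit, or well fluorescence over plate mean plus 4 SD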;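 note: Nile Red retained in pooled yeast measured as flow cytometry median fluorescence; 0% = buffer negative control and 100% = Enniatin B positive control; higher means more Nile Red kept so more efflux inhibition; some compounds called inactive have numbers as strong as hits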
PP1 counter: blocks human PP1-alpha phosphatase, a PP5 counter-screen; P62136; purified PP1alpha, OMFP fluorescence; hit rate 0.9% among 320,000; inhibition, % at 6.7 µM;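 active = inhibition above the mean inhibition of all tested compounds plus 3 SD, computed separately for each screening campaign, cut at about 15% in these data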
TPT1 inh: C. albicans TPT1 enzyme inhibition | recombinant caTPT1, FP RNA substrate dephosphorylation | hit rate 0.81% among 300,000 | AID 1962 | inhibition, % at 5 µM;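 active = inhibition above the mean of all tested compounds plus 3 SD, set per screening campaign, cut at about 24% in these data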;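 note: plate controls were DMSO alone for no effect and ferristatin control at 100 nM for full effect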
core dimer inh: HCV core protein dimerization inhibition. TR-FRET GST/Flag-core106 dimerization, 1536-well. inhibition, % at 5 µM. hit rate 0.33% among 300,000;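 active = inhibition above the mean of all tested compounds plus 3 SD, set per screening campaign, cut at about 45% in these data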
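Assay system: Tagged HCV core106 pair (GST and Flag) | Buffer or medium: KF-containing HEPES buffer, pH 7.45, DTT, CHAPS, BSA | Also added: Eu donor and XL665 acceptor anti-tag antibodies | Dosing: One concentration, 5 µM, in 0.5% DMSO | Timing: 4 h at 22.5 °C | Technique: TR-FRET 671 and 617 nm emission | Repeats: Singlicate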
JMJD2C inh: human JMJD2C demethylase inhibition. Q9H3R0. GST-JMJD2C(1-420) H3K9me3 demethylation, DELFIA europium. inhibition, % at 2.35 µM. hit rate 0.069% among 330,000;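 active = more than half of a compound's replicate wells show inhibition beyond 50%, single wells judged on their own value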;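 note: signal counts dimethyl H3K9 product captured on neutravidin plate; 0% = median of DMSO wells and 100% = 0.3 times that DMSO median; strong numbers were not always called active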
Target sequence (Q9H3R0 1-420 limits assumed): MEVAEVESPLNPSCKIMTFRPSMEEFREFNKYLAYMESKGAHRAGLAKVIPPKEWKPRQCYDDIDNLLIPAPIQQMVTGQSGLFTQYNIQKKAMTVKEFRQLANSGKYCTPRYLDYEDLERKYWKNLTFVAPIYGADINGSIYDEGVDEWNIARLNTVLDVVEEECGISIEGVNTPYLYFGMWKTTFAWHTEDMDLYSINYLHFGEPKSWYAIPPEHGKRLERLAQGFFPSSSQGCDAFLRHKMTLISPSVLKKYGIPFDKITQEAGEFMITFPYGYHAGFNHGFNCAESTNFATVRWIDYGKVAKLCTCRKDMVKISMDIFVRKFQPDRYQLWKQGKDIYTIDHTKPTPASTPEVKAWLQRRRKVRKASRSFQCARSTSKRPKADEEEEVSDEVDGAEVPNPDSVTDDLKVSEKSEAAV
PP5 inh: blocks human protein phosphatase 5 activity; P53041; purified PP5c, OMFP substrate fluorescence; inhibition, % at 6.7 µM; hit rate 0.18% among 320,000;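 active = inhibition above the campaign's mean inhibition across all tested compounds plus 3 SD, cut at about 9.5% in these data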;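 note: 0% = DMSO only and 100% = 100 µM cantharidin control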
LYPLA2 counter: blocks human lysophospholipase 2, a PME1 counter-screen; inhibition, % at 5.9 µM; recombinant LYPLA2, FP-Rh probe fluorescence polarization; O95372; hit rate 0.38% among 320,000;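 active = inhibition above the screen-wide mean plus 3 SD, limit set per campaign, cut at about 26% in these data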;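 note: 0% = LYPLA2 with DMSO and 100% = wells lacking LYPLA2 enzyme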
PREPL inh: inhibits the human prolyl oligopeptidase-like enzyme | Q4J6C6 | recombinant PREPL, fluorescence polarization activity-based probe | inhibition, % at 5.96 µM | hit rate 0.68% among 320,000 | AID 2751; in the data active = inhibition above about 43%;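 note: 0% = enzyme with DMSO and 100% = wells lacking enzyme; many of its hits are not listed in these tables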
Target sequence (Q4J6C6 whole entry, looked up): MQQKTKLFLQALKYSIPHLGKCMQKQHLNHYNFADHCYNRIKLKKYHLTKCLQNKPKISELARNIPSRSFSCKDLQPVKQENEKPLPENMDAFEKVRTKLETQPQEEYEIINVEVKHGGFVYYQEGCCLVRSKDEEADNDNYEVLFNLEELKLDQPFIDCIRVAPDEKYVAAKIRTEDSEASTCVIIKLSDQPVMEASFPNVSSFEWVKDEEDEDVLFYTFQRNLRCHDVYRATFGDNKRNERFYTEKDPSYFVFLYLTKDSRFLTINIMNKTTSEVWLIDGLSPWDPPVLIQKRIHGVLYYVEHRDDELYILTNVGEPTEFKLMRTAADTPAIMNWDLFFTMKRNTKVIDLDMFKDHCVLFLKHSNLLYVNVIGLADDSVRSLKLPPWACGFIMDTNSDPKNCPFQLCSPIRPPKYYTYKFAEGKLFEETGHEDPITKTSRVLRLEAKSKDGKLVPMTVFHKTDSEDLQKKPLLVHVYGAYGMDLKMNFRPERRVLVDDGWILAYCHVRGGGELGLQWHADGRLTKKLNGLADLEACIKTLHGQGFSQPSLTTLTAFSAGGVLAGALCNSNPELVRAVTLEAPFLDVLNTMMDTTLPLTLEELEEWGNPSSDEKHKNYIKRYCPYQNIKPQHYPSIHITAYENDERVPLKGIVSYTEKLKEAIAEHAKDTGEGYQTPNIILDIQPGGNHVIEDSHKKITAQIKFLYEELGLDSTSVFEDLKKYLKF
Numbers without * were called inactive; i = inactive; / = no result given. This is a subset; rates above refer to the full screens.

SMILES	CTSL1 counter	Efflux pump mplx	PP1 counter	TPT1 inh	core dimer inh	JMJD2C inh	PP5 inh	LYPLA2 counter	PREPL inh
COc1cc(C(=O)Nc2ccccc2N2CCOCC2)ccc1OCc1c(C)noc1C	1	0.4	-2	2	-3	-3	1.8	-2	12
Cc1c(C(=O)O)c(C(=O)O)nc2ccc(N3CCOCC3)cc12	-2	-0.1	0	-8	0	0	1.9	-1	-6
O=C(NCCc1csc(-c2cccnc2)n1)c1c(F)cccc1F	2	0.1	0	0	-1	-5	-2.3	1	17
Cc1ccccc1C(=O)Oc1ccc2ccc(O)cc2c1	6	0.1	-1	1	2	1	-6.0	-3	11
O=C(NC1CCCCC1)C(c1cccs1)N(CC1CCCO1)C(=O)c1csnn1 (stereo not given)	-1	-0.1	-3	-3	-8	9	0.7	7	12
O=C(NCc1ccccn1)c1cccc([N+](=O)[O-])c1	0	0.2	-4	3	-1	-10	3.9	2	8
CCC(C)(C)C1CCC2(CC1)NC(=O)N(CC(=O)N1CCN(C(=O)c3ccco3)CC1)C2=O (stereo not given)	/	0.0	-2	/	/	-3	-0.8	1	-3
OC(CN1CCC(Cc2ccccc2)CC1)C(F)(F)F (stereo not given)	-1	0.0	-2	3	-14	-7	-0.1	0	27
O=S(=O)(c1ccc(-c2csc(-c3cccnc3)n2)cc1)N1CCOCC1	2	0.1	-5	1	4	0	1.8	-2	14
CCN(CC(=O)NCc1ccc(Cl)cc1)S(=O)(=O)c1ccc(F)cc1	6	-0.1	-4	-1	-20	3	-7.7	-1	-15
COc1cccc(CN2C(=O)C3CCCN3c3ccc(S(=O)(=O)N4CCOCC4)cc32)c1 (stereo not given)	3	0.1	26*	12	44	1	1.6	-24	-13
COC(=O)c1ccc(C(=O)OC)c(NC(=S)N2CCN(C)CC2)c1	7	0.1	-6	0	1	8	0.1	4	8
O=C(NCc1ccccn1)c1ccc(Cl)c(S(=O)(=O)N2CCCCCC2)c1	-5	0.0	-3	2	-2	3	-0.3	-4	18
Cc1ccc(S(=O)(=O)n2cnc3ccccc32)cc1[N+](=O)[O-]	-5	0.7	-6	4	-1	-17	-3.6	-2	14
CCOC(=O)c1c(NC(=O)COc2ccccc2C#N)sc2c1CC(C)(C)NC2(C)C	-1	0.0	3	3	1	10	3.5	-2	21
CN(C)c1nc(-c2ccccc2)ns1	-5	-0.1	-2	-3	1	-12	-0.5	4	0
Cc1ccc(NC(=O)NC(=O)CN2CCN(c3ccc(O)cc3)CC2)c(C)c1	2	-0.3	5	-3	6	-9	0.3	6	22
Cn1c(=O)c2c(nc(N/N=C/c3ccco3)n2C)n(C)c1=O	7	-0.1	5	-1	-5	-7	-0.3	3	1
N#CCN1CCC/C1=C\[N+](=O)[O-]	4	0.0	-5	1	-3	4	-0.8	6	3
COCCCNC(=O)CCc1nnc(Cc2ccc(-c3ccccc3)cc2)o1	0	0.0	2	1	-6	6	-3.2	4	17
Cc1ccc(C)c(NC(=S)N/N=C2/CCCCc3ccccc32)c1	0	0.1	3	2	15	6	1.3	-1	4
O=S(=O)(Nc1nc(-c2ccccc2)cs1)c1cc(Cl)ccc1Cl	2	-0.1	7	1	16	12	1.0	-6	11
Cc1ccc(NCC(=O)Nc2ccc(Br)cc2)cc1C	-2	0.0	-3	-3	9	6	0.7	0	-14
O=C(N/N=C/c1ccco1)c1ccc(OCc2ccccc2)cc1	0	-0.1	-1	-2	3	-1	-1.6	-4	19
COc1cc(CCCN2C(=O)C(=O)NC[C@@H]2Cc2ccc(O)cc2)cc(OC)c1OC	-5	0.0	-1	-1	-7	3	3.2	-3	15
Cc1ccc2c(Cl)c(C(=O)NCCCn3ccnc3)sc2c1	0	-0.1	-1	-9	-3	-28	-3.4	0	12
CN(C)S(=O)(=O)c1cccc(NC(=O)COC(=O)CNC(=O)c2cccc([N+](=O)[O-])c2)c1	-10	-0.1	-1	-4	0	-2	0.8	3	7
C=C(C)COc1ccc(-c2n[nH]c(C)c2-c2ccc(OC)c(OC)c2)c(O)c1	5	0.2	7	0	2	-5	8.0	0	4
CCOc1ccc(N=Cc2c(C)[nH]n(-c3nc4ccccc4[nH]3)c2=O)cc1	-1	0.0	23*	1	-16	2	1.8	3	7
COc1cc(C)cc(OC)c1OCC(=O)Nc1cc(C)on1	/	0.0	-2	/	/	8	-0.1	4	0

Rewritten as a markdown table: two of the compounds above.
| smiles | CTSL1 counter | Efflux pump mplx | PP1 counter | TPT1 inh | core dimer inh | JMJD2C inh | PP5 inh | LYPLA2 counter | PREPL inh |
| --- | --- | --- | --- | --- | --- | --- | --- | --- | --- |
| C=C(C)COc1ccc(-c2n[nH]c(C)c2-c2ccc(OC)c(OC)c2)c(O)c1 | 5 | 0.2 | 7 | 0 | 2 | -5 | 8.0 | 0 | 4 |
| CCOc1ccc(N=Cc2c(C)[nH]n(-c3nc4ccccc4[nH]3)c2=O)cc1 | -1 | 0.0 | 23* | 1 | -16 | 2 | 1.8 | 3 | 7 |

The results go on:
SMILES	CTSL1 counter	Efflux pump mplx	PP1 counter	TPT1 inh	core dimer inh	JMJD2C inh	PP5 inh	LYPLA2 counter	PREPL inh
CCOC(=O)c1c(CN(C)C)n(C)c2ccc(OC(C)=O)cc12	-16	0.0	-3	-1	-3	0	2.0	1	-5
O=C(CSc1nc2ncc(Br)cc2[nH]1)Nc1ccccc1-c1ccccc1	-2	0.1	3	-3	12	-10	0.7	1	-34
CC1(C)CC(=O)C(C(c2cccnc2)C2C(=O)CC(C)(C)CC2=O)C(=O)C1	0	0.0	-5	0	-4	-5	-1.6	-2	6
CN1CCN(S(=O)(=O)c2ccc(Oc3cccc(C(F)(F)F)c3)nc2)CC1	2	0.0	-1	-4	-4	11	1.5	-3	1
S=C(NCc1ccc(Cl)cc1)NN1CCOCC1	-7	-0.2	-4	-6	0	2	-0.5	0	2
COc1ccc(NC2(c3ccccc3)OC(=O)c3ccccc32)cc1 (stereo not given)	-2	0.1	-2	-7	3	2	1.8	3	-18
Cc1ccc(NC(=O)NC2CCCc3ccccc32)cc1 (stereo not given)	3	0.1	-1	-1	0	3	-1.0	-6	1
CN(CC(=O)Nc1ccc(Cl)c(Cl)c1)Cc1nnc(-c2ccc(F)cc2)o1	-5	-0.3	0	2	0	-1	4.2	1	-21
O=C(Nc1nc2ccc(C(=O)N3CCCCC3)cc2s1)C1CCCCC1	0	-0.1	-3	0	0	-1	1.7	1	7
O=C(NC1CCN(Cc2ccc(Cl)cc2)CC1)c1cn(-c2ccccc2)nc1-c1cccnc1	/	0.0	-3	/	/	16	1.0	0	-35
Cc1cc(C)c(NC(=O)Cn2c(=O)n(-c3ccc(CC(=O)NCC4CCCO4)cc3)c(=O)c3ccccc32)c(C)c1 (stereo not given)	-1	0.0	-2	2	0	-19	-1.8	5	0
CCn1c(SCC(=O)NCCc2ccc(OC)c(OC)c2)nc2c1c(=O)n(C)c(=O)n2C	5	-0.5	-1	-5	-1	-33	-1.1	10	12
COc1ccc(-c2noc(CN(C(=O)C(C)(C)C)C(C)C)n2)cc1	0	0.3	-2	3	-3	0	0.1	-3	-6
CNC(=O)c1ccc2nc(NC(C)=O)sc2c1	-1	0.0	-3	0	-3	-3	7.5	8	18
CCS(=O)(=O)N1CCN(S(=O)(=O)c2ccc(S(=O)(=O)NC3CC3)cc2)CC1	-1	-0.1	1	-1	1	-27	2.3	-5	-8
Cc1ccccc1-c1nc(CS(=O)(=O)CC(=O)NC2CCCCC2C)c(C)o1 (stereo not given)	3	-0.4	4	-4	-1	16	2.0	1	-8
CCN(CC)S(=O)(=O)c1ccc(C(=O)NCC(c2cccs2)N2CCOCC2)cc1 (stereo not given)	-5	0.1	2	-6	2	i	3.5	0	5
Cc1ccc(-c2nn(-c3ccccc3)cc2CO)cc1	1	0.1	0	-4	-7	-6	1.3	8	9
Cc1cccc(OCC(=O)NC(=S)Nc2ccc(S(=O)(=O)NC3CCCCC3)cc2)c1	-2	-0.1	3	-4	19	8	4.4	-36	-6
CCc1ccccc1N(CC(=O)NCCSCc1ccco1)S(C)(=O)=O	-3	0.0	0	-1	2	5	0.7	2	0
Cn1c(=O)c2ccccc2n(CC(=O)NCCC2=CCCCC2)c1=O	5	0.1	2	4	-5	2	0.7	-6	7
Cc1nn(C)cc1S(=O)(=O)N1CCCCC1C (stereo not given)	1	-0.2	-7	0	-4	8	-1.9	-2	5
CCOc1ccc(S(=O)(=O)N2CCOCC2)cc1NS(=O)(=O)c1ccc(OC)c([N+](=O)[O-])c1	-2	-0.1	-4	-1	0	0	-1.1	0	4
O=C(COc1ccccc1[N+](=O)[O-])OCCCOC(=O)COc1ccccc1[N+](=O)[O-]	-6	0.1	1	-3	-5	-1	-0.5	1	14
CN(C)S(=O)(=O)c1cccc(C(=O)NCCNC(=O)c2cccc(S(=O)(=O)N(C)C)c2)c1	2	-0.1	2	-1	-10	-11	-1.9	6	12
O=C(CSc1cccc2cccnc12)Nc1cccc(S(=O)(=O)N2CCOCC2)c1	-6	-0.1	-2	3	2	-5	-3.3	4	-6
CCOC(=O)c1[nH]c(CO)c(C(=O)OCC)c1C	-5	0.2	-1	-2	8	0	0.3	-7	4
CCOc1ccc(OCC)c(S(=O)(=O)n2cc(C)nc2CC)c1	2	0.0	2	2	5	2	0.4	-1	8
Cc1ccc(CN(C)C(=O)c2cccc(S(=O)(=O)N3CCc4ccccc4C3)c2)o1	/	-0.2	3	/	/	-8	0.7	-9	-8
COCCCNC(=O)/C(C#N)=C/c1c(N2CCN(C)CC2)nc2ccccn2c1=O	2	-0.3	3	-5	-9	-2	1.5	0	6
CCOC(=O)C1CCCN(C(=O)c2cn(C)c3ccc(S(=O)(=O)N4CCCC4)cc3c2=O)C1 (stereo not given)	4	-0.1	-1	0	-1	/	-1.1	4	-1
O=C(O)CN1C(=O)/C(=C/c2cccc(Cl)c2)Oc2ccccc21	5	-0.2	5	-5	-7	-10	2.9	6	5
CC1(C)Cc2c(C#N)c(NC3CCCCC3)nc(-c3ccco3)c2CO1	1	0.3	1	9	27	8	4.0	0	1
Cc1onc(-c2ccccc2)c1C(=O)NCC1COc2ccccc2O1 (stereo not given)	4	0.0	-1	-1	-5	3	0.0	4	-4
O=C(NCCN1C(=O)C2C3C=CC(C3)C2C1=O)N1CCOCC1 (stereo not given)	1	-0.2	-3	-1	5	0	-0.3	1	11
COc1ccccc1C(=O)NCC(=O)NC(C)CCc1ccccc1 (stereo not given)	-1	-0.1	0	0	-1	-1	0.7	-5	-2
O=C(NC(=S)NC1CCSC1=O)c1ccccc1 (stereo not given)	7	0.1	-5	2	-7	8	0.8	4	6
CCN(CC)c1nc2ccccc2n2cnnc12	3	0.0	0	0	0	-3	3.5	-2	4
O=C(NCc1ccc(F)cc1)c1cc(-c2ccncc2)nc2ccccc12	7	-0.1	4	-1	1	1	2.4	1	-10
Cc1ccc(C(NC(=O)N2CCCC2)C(Cl)Cl)cc1F (stereo not given)	-5	0.0	7	1	-9	-24	2.0	-1	-14
COc1ccc(/C=C2\SC(N3CCc4ccccc4C3)=NC2=O)cc1OC	0	-0.2	0	1	16	-2	2.6	2	2
O=C1CCc2cc(S(=O)(=O)N3CCN(Cc4ccc5c(c4)OCO5)CC3)ccc2N1	0	-0.4	-5	2	2	3	2.3	3	20
CC1(C(=O)OCC(=O)NNC(=O)COc2ccc(Cl)cc2)CC1(Cl)Cl (stereo not given)	-16	-0.1	-3	1	-6	-26	1.5	4	-3
Cc1ccnc(NC2c3ccccc3C(=O)N2Cc2ccccc2Cl)c1 (stereo not given)	-3	0.0	0	4	6	-25	1.8	-2	-10
